Assay outcomes (PubChem BioAssay)
NS5 inhibitors – Dengue-2 NS5 methyltransferase inhibitors, primary screen, biochemical, confirmation dose response (AID 588689); Dengue-2 NS5 methyltransferase capping enzyme assay, biochemical; higher % means a stronger effect; inhibition, % at 25 µM; hits with a dose series show IC50 in µM; 0.3% of 340,000 active; in the data active means a potency from the dose series
UTI89 phage lysis – inhibition of K1F phage lysis, E. coli UTI89, bacterial capsule biogenesis inhibitors, alamar blue (AID 488966); 0.02% of 340,000 active; inhibition, % at 100 µM, or IC50 in µM where a hit was titrated; E. coli UTI89 K1F phage lysis, alamar blue, 2 h; higher % means a stronger effect;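 active means phage lysis inhibition, versus mean bacterial control, above a set limit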;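 further: capsule biogenesis inhibitors block K1F phage lysis so surviving cells raise fluorescence; higher fluorescence means more inhibition of phage lysis; actives were called in the ten point dose series up to 300 µM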
AID2073 – inhibitors of Mint1-CaV2.2 protein interaction, biochemical, HTRF (AID 2073). Voltage-dependent N-type calcium channel subunit alpha-1B (Homo sapiens). HTRF protein-protein interaction, Mint1-CaV2.2; higher % means a stronger effect. inhibition, % at 20 µM; hits with a dose series show IC50 in µM. 0.19% of 290,000 active; in the data active means inhibition mostly above about 51%, no sharp cut-off; further: some results filed as inactive read as strong as hits
GPR55 LPI antagonism – GPR55 antagonists blocking LPI-driven arrestin recruitment, primary screen, imaging, U2OS, beta-arrestin-GFP, LPI agonist (AID 2013) | G-protein coupled receptor 55 (Homo sapiens) | U2OS GPR55 beta-arrestin-GFP translocation imaging, LPI antagonism; higher % means a stronger effect | one-dose inhibition, % at 10 µM; IC50 in µM for titrated hits | 0.13% of 290,000 active;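 active means spots per cell inhibited over 60%, with over 100 cells counted and total cytoplasm intensity under 500,000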;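 further: U2OS cells stably carrying GPR55 and arrestin-GFP stimulated by 5 µM LPI near EC80; imaged beta-arrestin-GFP aggregate spots per cell after agonist stimulation; plate controls were LPI-stimulated DMSO wells for no effect and DMSO wells without LPI for full effect; some results filed as inactive read as strong as hits; confirmed hits need IC50 under 10 µM and bright autofluorescent wells are also inconclusive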
GPR35 arrestin U2OS – GPR35 antagonists blocking zaprinast-driven arrestin recruitment, primary screen, imaging, U2OS, beta-arrestin-GFP, zaprinast agonist (AID 2058). G-protein coupled receptor 35 (Homo sapiens). U2OS GPR35 beta-arrestin-GFP translocation imaging, zaprinast antagonism; higher % means a stronger effect. one-dose inhibition, % at 10 µM; IC50 in µM for titrated hits. 0.052% of 290,000 active;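 active means inhibition of at least 50% with at least 30 cells and total cytoplasm GFP at most 10,000,000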
SIAH1 antagonists – Siah-1 peptide-binding antagonists, primary screen, biochemical, fluorescence polarization, rhodamine-plectin, uHTS (AID 1817) | E3 ubiquitin-protein ligase SIAH1 (Homo sapiens) | 0.02% of 290,000 active | displacement, % at 20 µM; hits with a dose series show IC50 in µM | Siah-1 / rhodamine-plectin peptide fluorescence polarization; higher % means a stronger effect;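 active means displacement of at least 50% at 20 µM, with a fluorescence ratio check between 0.3 and a set limit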;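 further: plate controls were Siah plus tracer with DMSO for no effect and tracer alone without Siah for full effect; strong numbers were not always called active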
GPR55 activation – GPR55 agonists via beta-arrestin recruitment, primary screen, imaging, U2OS cells, beta-arrestin-GFP redistribution (AID 1961) | G-protein coupled receptor 55 (Homo sapiens) | U2OS GPR55 beta-arrestin-GFP redistribution imaging; higher % means a stronger effect | activation, % at 10 µM; hits with a dose series show EC50 in µM | 0.048% of 290,000 active;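 active means activation above 40% with more than 50 cells counted in the well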;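 further: U2OS osteosarcoma cells stably expressing GPR55 and beta-arrestin-GFP; plate controls were DMSO negative control for no effect and LPI positive control for full effect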
NTR1 agonist – agonists of NTR1, primary screen, imaging, U2OS cells, beta-arrestin-GFP, high content (AID 493036). Neurotensin receptor type 1 (Homo sapiens), P30989. NTR1-U2OS beta-arrestin-GFP spot imaging, agonist mode. activation, % at 20 µM. 0.17% of 330,000 active;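 active means activation at or above 40% of the spot to cytoplasm intensity ratio, with at least 20 cells analyzed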;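 further: 0% = DMSO without peptide and 100% = 100 nM NTR1 peptide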
Target sequence (P30989 whole entry, looked up): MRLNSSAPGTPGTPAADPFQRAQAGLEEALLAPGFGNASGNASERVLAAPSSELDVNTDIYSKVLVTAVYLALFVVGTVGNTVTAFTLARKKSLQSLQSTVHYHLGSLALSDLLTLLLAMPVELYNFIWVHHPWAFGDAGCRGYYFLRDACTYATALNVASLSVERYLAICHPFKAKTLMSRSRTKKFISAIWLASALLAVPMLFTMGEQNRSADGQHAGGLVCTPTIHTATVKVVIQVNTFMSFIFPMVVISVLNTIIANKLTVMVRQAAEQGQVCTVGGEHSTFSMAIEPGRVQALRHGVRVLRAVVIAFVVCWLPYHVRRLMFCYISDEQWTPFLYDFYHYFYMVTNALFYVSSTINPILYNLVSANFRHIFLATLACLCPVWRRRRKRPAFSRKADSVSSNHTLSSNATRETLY
HIV peptide binding – inhibitors of HIV fusion peptide binding, primary screen, biochemical, uHTS, fluorescence dequenching (AID 1986); cell-free peptide binding, fluorescence dequenching, 30 min; higher % means a stronger effect; inhibition, % at 20 µM, or IC50 in µM where a hit was titrated; 0.3% of 290,000 active; in the data active means inhibition mostly above about 52%, no sharp cut-off; inactive means mostly below about 76%; further: some results filed as inactive read as strong as hits
NTR1 agonist cell count 20 µM – further read-out of NTR1 agonist, marked with its call; cell count; measured here: cell count, cytotoxicity flag
NS5 inhibitors pilot replicate – second read-out of NS5 inhibitors, no call of its own (marks repeat the call); inhibition, %; measured here: pilot screen replicate inhibition
* hit, by the source's call; / = no result given; [ ] = another dose, or the depositor's remark.

SMILES	NS5 inhibitors	UTI89 phage lysis	AID2073	GPR55 LPI antagonism	GPR35 arrestin U2OS	SIAH1 antagonists	GPR55 activation	NTR1 agonist	NTR1 agonist cell count 20 µM	HIV peptide binding	others
O=C(CSc1nnc(C2CC2)n1Cc1ccccc1)c1ccc(S(=O)(=O)N2CCOCC2)cc1	-2%	0.1%	-17%	10%	-8%	3%	0.1%	-2.4	62	1.2%
N/C(=N\OC(=O)Cc1cccs1)c1ccc([N+](=O)[O-])cc1	0%	0.1%	2%	-12%	4%	-4%	1.0%	0.6	65	-0.5%
CCOc1cc(Cl)c(CNCCCN2CCOCC2)cc1OC	6%	-1.1%	18%	4%	4%	9%	0.0%	0.0	59	-0.1%
CCOc1ccc2nc(NC(=O)c3ccc(S(=O)(=O)N4CCOCC4)cc3)sc2c1	-1%	-0.1%	27%	-4%	-3%	3%	-0.1%	7.3	85	-1.8%
C=CCn1c(COc2ccc(F)cc2)nnc1SCC(=O)c1c[nH]c2c(CC)cccc12	-3%	0.5%	12%	19%	17%	3%	-0.4%	0.9	55	0.9%
Nc1c(S(=O)(=O)c2cccs2)c2nc3ccccc3nc2n1Cc1ccc2c(c1)OCO2	-7%	0.2%	20%	19%	1%	-1%	-0.1%	2.0	60	1.0%
Cc1ccc(NC(=O)C[n+]2ccccc2)cc1C	0%	0.1%	6%	-10%	4%	3%	-0.2%	0.3	58	0.4%	NS5 inhibitors pilot replicate=0.0
COCCN(C(=O)COC(=O)CCC(=O)c1ccc(C)cc1)c1c(N)n(Cc2ccccc2)c(=O)[nH]c1=O	-6%	-0.1%	5%	-1%	10%	0%	0.0%	0.8	55	0.1%
CN(C)c1ccc(CNC(=O)CCS(=O)(=O)c2ccc3c(c2)oc(=O)n3C)cc1	1%	0.1%	-11%	10%	-2%	8%	-0.1%	-0.9	66	-1.2%
CCOC(=O)C1CCN(C(=S)Nc2cc(C)ccc2C)CC1	-1%	2.5%	-9%	10%	3%	3%	0.0%	0.1	42	-1.3%
NC(=O)Cn1cnc2c(nnn2-c2cccc(Cl)c2)c1=O	0%	2.0%[50 µM]	8%	5%	0%	11%	0.2%	1.2	93	1.0%
Cc1cccn2c(=O)c3cc(C#N)c(=NC(=O)c4ccco4)n(Cc4ccco4)c3nc12	28%	3.8%	51%	14%	-4%	36%	0.2%	12	60	26%

Gathered by group, those above with an aryl thioether with sulfur outside any ring (two)
SMILES	NS5 inhibitors	UTI89 phage lysis	AID2073	GPR55 LPI antagonism	GPR35 arrestin U2OS	SIAH1 antagonists	GPR55 activation	NTR1 agonist	NTR1 agonist cell count 20 µM	HIV peptide binding	others
O=C(CSc1nnc(C2CC2)n1Cc1ccccc1)c1ccc(S(=O)(=O)N2CCOCC2)cc1	-2%	0.1%	-17%	10%	-8%	3%	0.1%	-2.4	62	1.2%
C=CCn1c(COc2ccc(F)cc2)nnc1SCC(=O)c1c[nH]c2c(CC)cccc12	-3%	0.5%	12%	19%	17%	3%	-0.4%	0.9	55	0.9%

Next part
SMILES	NS5 inhibitors	UTI89 phage lysis	AID2073	GPR55 LPI antagonism	GPR35 arrestin U2OS	SIAH1 antagonists	GPR55 activation	NTR1 agonist	NTR1 agonist cell count 20 µM	HIV peptide binding	others
Cc1ccc(CNC(=O)C2CCN(C(=O)Nc3ccccc3)CC2)cc1	-1%	-0.4%	9%	-12%	2%	-3%	0.0%	-0.4	48	-0.3%
COc1ccccc1CNC(=O)c1cc2ccccc2o1	-7%	0.7%	10%	-2%	0%	14%	0.2%	-1.4	44	-0.9%
COc1ccc(CNC(=O)CSc2ncn[nH]2)cc1OC	2%	0.1%	7%	-1%	2%	-1%	0.3%	-0.7	50	-2.1%
CCCC(C)NS(=O)(=O)c1ccc(OC)c(C)c1 (stereo unspecified)	-4%	0.2%	-2%	6%	7%	1%	0.2%	-0.6	96	1.8%
CC(Sc1ccc([N+](=O)[O-])cn1)C(=O)Nc1nccs1 (stereo unspecified)	0%	-0.7%	-8%	1%	-4%	0%	-0.4%	0.1	54	1.0%
O=C(Nc1nc(-c2ccc3c(c2)OCCO3)cs1)c1ccco1	-7%	0.0%	13%	43%	2%	-1%	-0.1%	4.3	73	1.3%
Cc1ccc(C(=O)N/N=C\c2ccc([N+](=O)[O-])s2)cn1	-7%	-21%	8%	2%	4%	14%	0.1%	4.1	49	28%
COc1ccc2[nH]c(C(=O)O)c(CCN3C(=O)c4ccc(C(=O)O)cc4C3=O)c2c1	14%	-1.2%[50 µM]	18%	-4%	-27%	3%	0.0%	-0.3	73	1.0%
O=C(NCCN1CCN(c2ccccc2)CC1)c1ccccc1F	5%	0.1%	2%	5%	14%	-1%	0.2%	-0.5	85	-1.6%
COc1ccc(CNC(=O)c2sc(=S)n(-c3ccc(OC)cc3)c2N)cc1	0%	9.3%	-15%	-6%	-3%	-1%	0.3%	-0.9	60	-1.0%
N/C(=N\OC(=O)CSc1ccccc1)c1ccccn1	-7%	0.2%	10%	-12%	6%	-2%	-0.1%	0.7	44	0.6%
O=C1c2nc3cc(-c4ccco4)[nH]n3c(=O)c2CN1C1CCCCC1	/	/	18%	4%	6%	18%	0.6%	0.3	38	18%
O=C(Nc1ccccc1)c1cc([N+](=O)[O-])ccc1Cl	-5%	-1.0%	9%	4%	4%	-5%	0.5%	-0.8	57	-1.0%
Cc1ccc(-n2ncc(Cl)c2C(=O)NC2CC2)cc1	-4%	-0.5%	-3%	-6%	8%	-6%	0.3%	2.0	53	-0.9%
O=C(Nc1ccc2c(c1)OCO2)C1CCN(S(=O)(=O)c2cccs2)CC1	4%	0.1%	12%	13%	-33%	2%	0.3%	-0.2	72	0.5%
Cc1nc2sc(C#N)c(N)c2c2c1CCCC2	-2%	-0.1%	27%	-3%	0%	2%	0.3%	1.1	40	-0.2%
CCOC(=O)c1cc(NC(=O)c2cnccn2)cc(C(=O)OCC)c1	-3%	6.6%	7%	-5%	-4%	4%	0.2%	0.7	67	1.0%
CCc1noc(N)c1C(=O)Nc1ccc(F)c(Cl)c1	-2%	1.6%	-2%	2%	14%	1%	-0.1%	2.2	61	0.2%
Cc1cc(O)cc2c1C(=O)/C(=C/c1ccco1)O2	24%	0.2%	37%	9%	-8%	-8%	0.4%	0.9	54	45%
O=C(Nc1ccc(Cl)cn1)c1cccc(F)c1	1%	-2.5%	4%	4%	8%	5%	0.2%	-3.0	92	0.7%
C/C(=N/NC(=O)CNC(=O)c1cccs1)c1ccc(Cl)cc1	0%	2.1%	-6%	-6%	18%	0%	-0.2%	-0.1	64	-0.7%
O=C(NCc1ccccn1)C(=O)NCC1OCCN1S(=O)(=O)c1ccc([N+](=O)[O-])cc1 (stereo unspecified)	5%	0.2%[50 µM]	8%	0%	3%	4%	-0.2%	1.6	54	-1.1%
COc1ccc(NC(=O)c2ccccc2NC(=O)c2ccccc2C(=O)O)c(OC)c1	-7%	0.2%	9%	1%	0%	7%	0.0%	0.5	88	1.2%
CCCP(=O)(CC(=O)N(CC)CC)c1ccccc1 (stereo unspecified)	-2%	0.8%	5%	1%	-4%	-7%	-0.2%	-1.6	25	0.6%
Cc1ccccc1OCc1nnc(SCC(=O)NCc2ccccc2)n1C	-12%	-0.2%	7%	-1%	-5%	0%	-0.1%	0.3	63	1.5%
CCOC(=O)N1CCN(C(=O)c2ccccc2NC(C)=O)CC1	-5%	1.6%	-3%	1%	17%	-1%	0.2%	-0.7	36	-1.4%
COc1cc(/C=C2/C(=O)NN(c3cccc(F)c3)C2=O)ccc1OC(=O)c1ccco1	23%	-7.9%	42%	24%	5%	13%	1.3%	38	54	55%
Cc1nn(-c2ccccc2)c(Cl)c1CN(C(=O)CCl)c1cccc2ccccc12	-6%	10%	-3%	49%	-2%	8%	0.1%	22	38	0.2%
N#CCc1nn(-c2ccccc2)c(N)c1C#N	-1%	1.3%	1%	7%	13%	4%	-0.3%	0.5	39	0.6%
O=C(c1cccnc1)N1CCN(S(=O)(=O)c2ccc(F)cc2)CC1	-2%	0.0%	-1%	-2%	5%	3%	-0.1%	1.5	26	0.1%
COc1ccc(/C=C(\NC(=O)c2ccc(C)cc2)C(=O)NCC2CCCO2)cc1 (stereo unspecified)	2%	0.5%	6%	4%	-7%	18%	0.2%	-0.9	85	-1.0%
CCSc1nnc(-c2cccc(S(=O)(=O)N(CC)CC)c2)n1Cc1ccccc1	-8%	-2.5%	8%	-15%	-14%	-2%	-0.2%	6.0	74	-3.2%
O=C(CCN1CCN(c2ccccc2)CC1)Nc1ccc2c(c1)OCO2	-6%	-0.5%	-9%	-2%	-3%	-6%	-0.3%	0.2	80	0.2%
COc1ccc(OC)c(CNc2nc3ccccc3n2CCN2CCCCC2)c1	0%	1.2%	10%	-4%	-5%	2%	-0.2%	-1.8	103	0.5%	NS5 inhibitors pilot replicate=1.7
CC(=O)Oc1cccc(/C=C2\C=C(c3ccc(C)cc3)OC2=O)c1	1%	0.5%	12%	-5%	-1%	14%	-0.1%	1.0	48	3.3%
O=C1NC2(CCC3(CC2)OCCO3)NN1c1ccc(Cl)cc1	/	/	-10%	-4%	2%	-4%	0.4%	1.2	96	-3.3%
COc1ccc(NC(=O)c2cc(S(=O)(=O)N(C)C)ccc2N2CCCC2)cc1Cl	-7%	5.3%	15%	2%	-2%	-3%	0.0%	2.2	73	-1.0%

Among those listed so far, six contain a furan ring, fused or not:
SMILES	NS5 inhibitors	UTI89 phage lysis	AID2073	GPR55 LPI antagonism	GPR35 arrestin U2OS	SIAH1 antagonists	GPR55 activation	NTR1 agonist	NTR1 agonist cell count 20 µM	HIV peptide binding	others
Cc1cccn2c(=O)c3cc(C#N)c(=NC(=O)c4ccco4)n(Cc4ccco4)c3nc12	28%	3.8%	51%	14%	-4%	36%	0.2%	12	60	26%
COc1ccccc1CNC(=O)c1cc2ccccc2o1	-7%	0.7%	10%	-2%	0%	14%	0.2%	-1.4	44	-0.9%
O=C(Nc1nc(-c2ccc3c(c2)OCCO3)cs1)c1ccco1	-7%	0.0%	13%	43%	2%	-1%	-0.1%	4.3	73	1.3%
O=C1c2nc3cc(-c4ccco4)[nH]n3c(=O)c2CN1C1CCCCC1	/	/	18%	4%	6%	18%	0.6%	0.3	38	18%
Cc1cc(O)cc2c1C(=O)/C(=C/c1ccco1)O2	24%	0.2%	37%	9%	-8%	-8%	0.4%	0.9	54	45%
COc1cc(/C=C2/C(=O)NN(c3cccc(F)c3)C2=O)ccc1OC(=O)c1ccco1	23%	-7.9%	42%	24%	5%	13%	1.3%	38	54	55%
